Assay outcomes: PubChem BioAssay, National Center for Advancing Translational Sciences (NCATS)
SW480 rereplic – A quantitative high throughput screen for small molecules that induce DNA re-replication in SW480 colon adenocarcinoma cells; SW480 DNA re-replication, Hoechst DNA content imaging, 48 h; 1.8% of 340,000 active; AID 624297, 2012; Potency, µM (highest dose often 46.1 µM), without a hit: at the highest dose re-replication activation, hits mostly activators; note: % of control where 0% means no effect; nearly all actives have a fitted effect of over 55% in size
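SW480 cells exposed to compounds for 48 hr at 37 C, 5% CO2, then Hoechst-stained 40 min. Nuclear DNA content imaged by fluorescence scanning (405 nm excitation, 500-530 nm emission); re-replication scored as increased high-intensity nuclei.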
GLP-1R agonist – qHTS of GLP-1 Receptor Agonists. HEK293 GLP-1R CRE-luciferase, luminescence, 4-6 h; cells express a hypersensitive GLP-1R form. Glucagon-like peptide 1 receptor (Homo sapiens), P43220. 0.007% of 380,000 active. Potency, µM (titrated, usually from 45.6 µM), without a hit: at the top dose activation, actives largely listed as activators. AID 624172, 2012; note: % of control where 0% means no effect
Target sequence (P43220 whole entry, looked up): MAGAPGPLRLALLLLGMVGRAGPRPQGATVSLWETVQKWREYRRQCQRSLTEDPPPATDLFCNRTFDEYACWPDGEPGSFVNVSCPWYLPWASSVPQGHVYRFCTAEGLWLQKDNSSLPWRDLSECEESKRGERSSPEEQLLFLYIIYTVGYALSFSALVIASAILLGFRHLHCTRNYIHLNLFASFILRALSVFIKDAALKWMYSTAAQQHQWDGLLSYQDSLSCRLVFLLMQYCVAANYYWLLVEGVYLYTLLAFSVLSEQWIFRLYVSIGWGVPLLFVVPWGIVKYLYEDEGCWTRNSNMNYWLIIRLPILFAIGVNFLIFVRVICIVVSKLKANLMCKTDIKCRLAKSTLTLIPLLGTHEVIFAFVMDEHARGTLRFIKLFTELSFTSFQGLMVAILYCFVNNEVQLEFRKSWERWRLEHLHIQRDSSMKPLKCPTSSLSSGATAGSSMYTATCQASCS
KB-3-1 cytotox – qHTS assay for MDR1-selective chemotherapeutics: Primary screen using the parental adenocarcinoma cell KB-3-1; AID 1347075, 2019; 1.4% of 400,000 active; KB-3-1 viability, CellTiter-Glo ATP luminescence, 72 h; Potency, µM (titrated, usually from 46.1 µM), for inactives: at the highest dose activity change, negative = cytotoxic, usual class: cytotoxic; note: % is set by controls: 0 for no effect and ±100 for the full control effect; nearly all actives have a fitted effect of over 60% in size
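Viability of parental KB-3-1 cells, measured by CellTiter-Glo luminescence, followed a 72 h incubation at 37 °C with pinned compounds in phenol-red-free DMEM containing 10% FBS.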
HEK293 tox – qHTS of GLP-1 Receptor Inverse Agonists: Cytotox Screen; 0.13% of 410,000 active; AID 624418, 2012; HEK293 cAMP-luciferase reporter cells, luminescence, 24 h; Potency, µM (highest dose often 38.3 µM), for the others: at the top dose activity change, negative = inhibition, actives largely listed as inhibitors;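 note: loss of luciferase light is scored as toxicity; % is set by controls: 0 for no effect and ±100 for the full control effect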
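A 23 nL compound transfer followed 12 hours of cell culture at 37 deg C; exposure then lasted 24 hr. Luciferase assay detection reagent was dispensed and plates read for luminescence after a 12 min room-temperature wait.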
HT1080NT lethal – qHTS for induction of synthetic lethality in tumor cells producing 2HG: qHTS for the HT-1080-NT fibrosarcoma cell line; HT-1080-NT fibrosarcoma viability, CellTiter-Glo ATP luminescence, 48 h; Potency, µM (top dose mostly 46.1 µM), for the others: at the top dose activity, negative = less viability, actives largely listed as cytotoxic; 1.6% of 360,000 active; AID 686970, 2013;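 note: NT is the 2HG producing partner of a matched IDH1 knockdown line; 0% = DMSO-treated cells and -100% = media-only wells without cells; nearly all actives have a fitted effect of over 55% in size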
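HT-1080-NT; 750 cells/well; 5% FBS RPMI; 48 h compound, 37 degrees C; CellTiter-Glo luminescence; curve fitting and curve-class assignment.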
HT1080 IDH1KD tx – qHTS for induction of synthetic lethality in tumor cells producing 2HG: qHTS for the HT-1080-IDH1KD cell line; HT-1080 IDH1 knockdown viability, ATP luminescence, 48 h; Potency, µM (doses to about 46.1 µM), inactives show top-dose activity, negative = toxicity, hits mostly cytotoxic; 2% of 360,000 active;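 note: 0% = DMSO wells and -100% = cell-free medium wells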
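IDH1KD HT-1080 cells, 750/well, RPMI + 5% FBS; compound pinned after 2 h settling; 48 h, 37 °C; CellTiter-Glo luminescence; % activity normalised to DMSO and no-cell wells; curves fitted, classed by r2 and efficacy.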
KB-V1 cytotox – qHTS assay for MDR1-selective chemotherapeutics: Primary screen using the drug-selected MDR subline cells KB-V1. KB-V1 MDR cells viability, CellTiter-Glo, 72 h. Potency, µM (top dose mostly 46.1 µM), inactives show top-dose activity change, negative = cytotoxicity, usual class: cytotoxic. 3.4% of 400,000 active. AID 1347076, 2019; note: % is set by controls: 0 for no effect and ±100 for the full control effect; nearly all actives have a fitted effect of over 60% in size
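Luminescent ATP read-out (CellTiter-Glo, 10 min) measures survival of drug-selected KB-V1 MDR cells after 72 h, 37 degrees C compound exposure. Medium: phenol-red-free DMEM, 10% FBS. Values from fitted concentration-response curves.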
TDP-43 yeast inh – qHTS of TDP-43 Inhibitors; TDP-43 expressing yeast growth rescue, BacTiter-Glo, 24 h; Potency, µM (top dose mostly 46.1 µM), inactives show at the highest dose growth rescue (activation), hits mostly activators; 1.8% of 410,000 active; AID 652104, 2013; note: % of control where 0% means no effect; nearly all actives have a fitted effect of over 50% in size
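Readout is BacTiter-Glo luminescence of cell growth, so inhibitors register as activators. TDP-43-expressing yeast at OD600=0.02 in galactose medium, after raffinose pregrowth to mid-log, were incubated with compound for 24 hr at 30 deg C.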
GLP-1R inv ag – qHTS of GLP-1 Receptor Inverse Agonists (Inhibition Mode); HEK293 GLP-1R CRE-luciferase, luminescence, 24 h; GLP-1R form is constitutively active; 1.6% of 410,000 active; Potency, µM (titrated, usually from 38.3 µM), for the others: at the highest dose activity change, negative = inhibition, actives largely listed as inhibitors; Glucagon-like peptide 1 receptor (Homo sapiens), P43220; AID 624417, 2012; note: % is set by controls: 0 for no effect and ±100 for the full control effect; nearly all actives have a fitted effect of over 55% in size
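Inverse agonists were sought by their lowering of basal cAMP reporter luciferase output in HEK293 cells stably carrying constitutively active human GLP-1R, after 24 h compound treatment.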
An asterisk follows results filed as active; ? = inconclusive; . = not tested or not shown; [ ] = dose if it differs, or a comment. Calls come from the whole dose curve; as a rule, active = well fitted curve in the direction sought with a large enough effect; inconclusive = small, poorly fitted or top-dose-only effect, or another doubt; inactive = no such curve, though single readings can be large; an effect the other way counts as inactive or inconclusive. Potency is the fitted concentration of half-maximal effect.

SMILES	SW480 rereplic	GLP-1R agonist	KB-3-1 cytotox	HEK293 tox	HT1080NT lethal	HT1080 IDH1KD tx	KB-V1 cytotox	TDP-43 yeast inh	GLP-1R inv ag
O=C(CSc1n[nH]c(-c2ccccc2)n1)c1ccccc1	-14%	4%	-1%	-6%	?	3%	2%	24%	11%
Cc1ccc(C)c(OCCC(=O)OCC(=O)Nc2ccc(N3CCOCC3)cc2)c1	-4%	5%	-4%	5%	-2%	-7%	-9%	-18%	-28%
O=C(CN(c1cc(C(F)(F)F)ccc1Cl)S(=O)(=O)c1ccccc1)NCc1cccnc1	-6%	-9%	.	-25%	6%	6%	.	17%	?
CC(C)C(C(=O)NCc1ccco1)N(CC1CCCO1)C(=O)CNS(=O)(=O)c1ccccc1 (stereo not given)	-4%	1%	15%	15%	-11%	2%	?	6%	-7%
CC(c1nnc(SCC(=O)N2CC(=O)Nc3ccccc32)n1Cc1ccccc1)N(C)C (stereo not given)	-1%	-5%	8%	-1%	5%	3%	-9%	?	-10%
COc1ccc(N(CC(O)Cn2c3ccccc3c3ccccc32)S(=O)(=O)c2ccccc2)cc1 (stereo not given)	?	-9%	?	10%	-25%	?	23µM*	-8%	11µM*
O=C(N/N=C\c1ccc(F)cc1)c1ccc(Cn2cc(Br)c([N+](=O)[O-])n2)o1	-5%	18%	2%	0%	-18%	-18%	-10%	9%	?
CCN(CC)CCOC(=O)c1ccc(N=CC2=C(O)CC(C)(C)CC2=O)cc1	-4%	0%	7%	-3%	-9%	-6%	7%	-5%	1%
CC1(C)c2[nH]c3ccccc3c2C[C@@H]2C(=O)N(Cc3ccccc3Cl)C(=O)N21	5%	-4%	-12%	.	.	.	?	.	.
CCOc1ccccc1NC(=O)Nc1ccc2nc(N3CCN(C)CC3)cc(C)c2c1	.	.	-6%	?	.	.	?	2%	?
O=c1c2ccccc2nc(-c2ccccc2)n1CCCN1CCOCC1	?	1%	-3%	4%	1%	6%	4%	-3%	-8%
COc1cc(C(O)c2nc3ccccc3s2)cc(OC)c1OC (stereo not given)	-1%	7%	1%	7%	-12%	-11%	?	-6%	-17%
CCN(CC)S(=O)(=O)c1ccc(N2CCN(C)CC2)c(NC(=O)Nc2ccccc2F)c1	5%	10%	-8%	-10%	?	?	-12%	-1%	?
O=C(CSc1nnc(CNC(=O)c2cccc(C(F)(F)F)c2)o1)NCC1CCCO1 (stereo not given)	-26%	-12%	0%	9%	17%	24%	?	22%	4%
OCc1c[nH]c(=S)n1CCOc1cccc(C(F)(F)F)c1	2%	4%	-11%	-4%	-2%	-2%	3%	7%	-27%
FC(F)(F)c1nc(NCC2CCCO2)c2nnn(Cc3ccccc3Cl)c2n1 (stereo not given)	-4%	7%	-3%	-9%	10%	-4%	5%	5%	?
Fc1cccc(Nc2ncnc3sccc23)c1	-5%	6%	-12%	-6%	0%	6%	4%	20µM*	4%
Cc1ccc(S(=O)(=O)Nc2ncnc3sc(C)c(C)c23)cc1	-4%	-2%	?	-18%	-2%	5%	3.7µM*	20%	-12%
COc1ccccc1NC(=O)c1sc2ncn(Cc3ccccc3C)c(=O)c2c1C	-4%	-1%	5%	3%	18%	17%	1%	-8%	-20%
CCOC(=O)N1CCN(C(=S)Nc2ccc3nc(N4CCN(CC)CC4)cc(C)c3c2)CC1	-6%	2%	-19%	?	-13%	-4%	-28%	19%	-14%
Nc1ccc(CC(N)c2csc(Nc3cc(Oc4ccccc4)ncn3)n2)cc1 (stereo not given)	.	-8%	0%	?	?	?	-4%	16%	3%
Cc1ccc(S(=O)(=O)CC(=O)Nc2sc3c(c2C#N)CCCC3)cc1	.	.	5%	2%	.	.	3%	-9%	8%
COc1ccc2[nH]cc(CCCN3C(=O)c4ccccc4C3=O)c2c1	?	1%	1%	16%	-15%	-21%	23µM*	?	2%
COc1ccc(CNS(=O)(=O)c2ccc(F)c(C(=O)Nc3ccc(OC)cc3)c2)cc1	2%	1%	25%	4%	-25%	-6%	-9%	9%	2%
Cc1cc(NC(=O)C(C)SCC(=O)N(C)CC(=O)Nc2ccc(F)cc2)no1 (stereo not given)	-8%	-7%	0%	-7%	1%	5%	9%	8%	-5%

Given in markdown: entries from further up.
| mol | SW480 rereplic | GLP-1R agonist | KB-3-1 cytotox | HEK293 tox | HT1080NT lethal | HT1080 IDH1KD tx | KB-V1 cytotox | TDP-43 yeast inh | GLP-1R inv ag |
| --- | --- | --- | --- | --- | --- | --- | --- | --- | --- |
| Nc1ccc(CC(N)c2csc(Nc3cc(Oc4ccccc4)ncn3)n2)cc1 (stereo not given) | . | -8% | 0% | ? | ? | ? | -4% | 16% | 3% |
| COc1ccccc1NC(=O)c1sc2ncn(Cc3ccccc3C)c(=O)c2c1C | -4% | -1% | 5% | 3% | 18% | 17% | 1% | -8% | -20% |
| COc1cc(C(O)c2nc3ccccc3s2)cc(OC)c1OC (stereo not given) | -1% | 7% | 1% | 7% | -12% | -11% | ? | -6% | -17% |

An excerpt from above in order of SMILES length, low to high.
SMILES	SW480 rereplic	GLP-1R agonist	KB-3-1 cytotox	HEK293 tox	HT1080NT lethal	HT1080 IDH1KD tx	KB-V1 cytotox	TDP-43 yeast inh	GLP-1R inv ag
COc1cc(C(O)c2nc3ccccc3s2)cc(OC)c1OC (stereo not given)	-1%	7%	1%	7%	-12%	-11%	?	-6%	-17%
Cc1ccc(S(=O)(=O)Nc2ncnc3sc(C)c(C)c23)cc1	-4%	-2%	?	-18%	-2%	5%	3.7µM*	20%	-12%
CC(C)C(C(=O)NCc1ccco1)N(CC1CCCO1)C(=O)CNS(=O)(=O)c1ccccc1 (stereo not given)	-4%	1%	15%	15%	-11%	2%	?	6%	-7%

The results go on.
SMILES	SW480 rereplic	GLP-1R agonist	KB-3-1 cytotox	HEK293 tox	HT1080NT lethal	HT1080 IDH1KD tx	KB-V1 cytotox	TDP-43 yeast inh	GLP-1R inv ag
CN1N=C(C(=O)NC2CCCc3c2cnn3-c2ccc(F)cc2F)CCC1=O (stereo not given)	-2%	-3%	.	4%	?	-12%	.	17%	19%
CCOC(=O)c1ccc(NC(=O)Cn2cc3c(n2)CCC(C)C3)cc1 (stereo not given)	-12%	-1%	19%	3%	6%	-4%	9%	?	-7%
CCC(=O)Nc1ccccc1-c1nc2ccccc2n(C(CC)C(=O)Nc2cccc(C(C)=O)c2)c1=O (stereo not given)	.	.	-4%	-29%	.	.	-29%	19%	-14%
CCN(CC)C(=O)/C=C/c1ccc(OC)c(S(=O)(=O)N2CCCCC2)c1	-6%	8%	2%	9%	15%	-7%	?	2%	40%[activator]
CC(CC(=O)N1CCN(c2ccccc2)CC1)S(=O)(=O)c1ccc2c(c1)NC(=O)CO2 (stereo not given)	8%	7%	?	-1%	-17%	-7%	16%	-3%	-24%
CN1CCN(c2nc(-c3ccccc3)nc(-c3ccc(F)cc3)c2C#N)CC1	?	9%	11%	10%	-1%	4%	0%	-18%[9.22 µM]	?
Cc1cc(=O)oc2cc(OCC(=O)N3CC[C@@]4(O)CCCC[C@H]4C3)c(Cl)cc12	12%	3%	0%	-9%	-1%	1%	0%	8%	-25%
CC(=O)N1CCN(c2ccc([N+](=O)[O-])cc2C#N)CC1	-15%	9%	8%	-9%	4%	-2%	?	-6%	14%
CCc1c(C(=O)Nc2cc(C(=O)OC)ccc2C)csc1C	-5%	5%	3%	0%	17%	10%	-17%	27%	-10%
CCn1c(SCC(=O)Nc2ccc(N(C)C)cc2)nnc1-c1ccco1	-12%	1%	-1%	-16%	-3%	-9%	?	3%	-18%
COc1ccccc1N1CCN(c2nc3ccccn3c(=O)c2C=O)CC1	0%	15%	14%	-9%	0%	-4%	18%	?	11%
O=C(NCC(F)(F)F)Nc1cccnc1	0%	-17%	-7%	17%	-5%	-5%[9.24 µM]	-22%	5%	1%
COCCNC(=O)Nc1ccc(F)cc1	-2%	1%	12%	11%	-2%	0%	?	27%	6%
CCC(C)(C)NC(=O)Cc1ccccc1OC	-19%	-4%	1%	7%	-1%	12%	20%	-8%	-10%
O=C(CSc1nc(-c2ccco2)cc(C(F)(F)F)n1)Nc1ccc(C(=O)N2CCOCC2)cc1	3%	-11%	0%	-11%	0%	-6%	0%	7%	1%
CC(C)CCOc1ccc(CO[C@@H]2[C@H]3OC(C)(C)O[C@H]3O[C@@H]2C(O)CO)cc1 (stereo not given in full)	-1%	6%	-3%	3%	-7%	-4%	-2%	0%	?
O=C(c1cccnc1)N1CCc2ccccc2C1	14%	4%	-10%	6%	4%	-15%	-23%	-9%	-8%
